High-throughput results as filed in PubChem.
KCNQ1 block: human KCNQ1 channel inhibition; B-score at 10 µM; 310,000 compounds, 1.3% hits; P51787; AID 2642; CHO-K1 KCNQ1, FluxOR thallium flux fluorescence; stronger effect = higher value;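 active = compounds whose thallium flux B-score, printed positive for inhibition, exceeds three library SD while starting fluorescence stays within three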;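 also: channel opened by potassium depolarization with thallium stimulus after 20 min compound exposure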
Target sequence (P51787 whole entry, looked up): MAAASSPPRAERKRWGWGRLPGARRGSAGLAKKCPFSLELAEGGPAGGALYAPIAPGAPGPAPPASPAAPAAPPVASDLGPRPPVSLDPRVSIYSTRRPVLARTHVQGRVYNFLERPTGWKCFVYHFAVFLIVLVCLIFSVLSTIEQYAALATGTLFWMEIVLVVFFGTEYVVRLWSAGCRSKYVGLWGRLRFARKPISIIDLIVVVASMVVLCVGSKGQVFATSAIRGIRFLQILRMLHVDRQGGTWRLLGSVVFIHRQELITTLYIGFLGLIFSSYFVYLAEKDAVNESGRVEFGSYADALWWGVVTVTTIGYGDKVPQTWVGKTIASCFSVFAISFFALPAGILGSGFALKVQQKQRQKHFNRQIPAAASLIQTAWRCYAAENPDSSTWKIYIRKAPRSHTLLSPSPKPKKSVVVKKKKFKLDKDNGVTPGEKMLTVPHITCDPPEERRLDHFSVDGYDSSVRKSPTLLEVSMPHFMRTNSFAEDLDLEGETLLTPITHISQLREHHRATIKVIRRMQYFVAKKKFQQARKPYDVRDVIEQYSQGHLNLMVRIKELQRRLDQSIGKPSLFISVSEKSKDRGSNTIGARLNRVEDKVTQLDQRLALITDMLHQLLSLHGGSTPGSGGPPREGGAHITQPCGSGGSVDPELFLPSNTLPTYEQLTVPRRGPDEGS
KCNQ1 act: human KCNQ1 channel potentiation or activation; B-score at 10 µM; CHO-K1 KCNQ1, thallium flux FluxOR fluorescence; stronger effect = higher value; P51787; 310,000 compounds, 0.35% hits;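 active = fluorescence ratio B-score, a plate-corrected score, at least three library SD, with initial intensity B-score within 5 SD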
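System: CHO-K1 cells stably expressing KCNQ1 / Medium: assay buffer for compound exposure, DMSO matched across wells / Reagent: thallium- and potassium-containing depolarizing buffer / Compound: one concentration, matched DMSO / Incubation: 20 min compound pretreatment at room temperature / Measured by: kinetic FluxOR fluorescence, 10 s baseline plus 110 s post-stimulus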
hERG protect: compounds protecting human hERG from proarrhythmic drug block | activation (rescue from dofetilide block), less the hit threshold, % at 10 µM | 310,000 compounds, 0.51% hits | Q12809 | CHO-hERG, FluxOR thallium flux, dofetilide IC70 present;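 active = activation above the mean of controls blocked by dofetilide plus 5 SD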;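 also: thallium influx through hERG after potassium depolarization seen as dye fluorescence rise; in these data hits start at about 4.7%; inactives centre near -7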
TRPC4 PAM: allosterically enhances the mouse TRPC4 cation channel; HEK293 TRPC4beta/mu-opioid, DAMGO EC20, Fluo-4 Ca2+ flux; stronger effect = higher value; B-score at 10 µM; 310,000 compounds, 0.42% hits;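 active = B-score of calcium response area above 5 SD of library B-scores, with initial fluorescence ratio within 5 SD of library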;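 also: B-score of integrated fluorescence ratio over time as area under calcium response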
HDAC3 inh: inhibitors of human histone deacetylase 3 | inhibition, % at 8.3 µM | O15379 | AID 2718 | recombinant HDAC3, fluorogenic peptide/trypsin coupled, fluorescence | 320,000 compounds, 0.15% hits; in the data active = inhibition above about 26%, passing the limit was not always enough; inconclusive = no clear call, values can overlap the other calls
TRPC4 act: TRPC4 (mouse) channel activation; AID 2237; B-score at 10 µM; 310,000 compounds, 0.49% hits; Q9QUQ5; HEK293 TRPC4beta/mu-opioid, Fluo4 calcium fluorescence; stronger effect = higher value;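 active = B-score above 5 SD of library B-scores, and initial fluorescence ratio not above library mean plus 5 SD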;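 also: positive B-score marks a calcium rise read as TRPC4 activation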
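Assay system – TRPC4beta and mu-opioid receptor HEK293 stable cells · Measured by – Fluo4 fluorescence, kinetic · Schedule – dye loading 45 min room temperature, 110 s kinetic read · Read-out – B-scored integrated calcium fluorescence ratio · Controls – buffer and maximal DAMGO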
TMEM16A inh: blocks the mouse calcium-activated chloride channel TMEM16A | Q8BHY3 | HEK293 TMEM16A/YFP iodide influx fluorescence, ionomycin | normalized B-score (activity score, 25-100; higher = stronger inhibition) at 10 µM | 310,000 compounds, 1.2% hits;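 active = ratio plate-corrected score three or more library SD toward inhibition, starting fluorescence score within five deviations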;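 also: score derived from kinetic fluorescence span divided by baseline fluorescence per well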
KCNK3 inh: human KCNK3 channel inhibition, primary screen; O14649; CHO-KCNK3 thallium flux, FluxOR fluorescence; stronger effect = lower value; B-score at 10 µM; 340,000 compounds, 0.84% hits; AID 602410;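 active = B-score under library mean minus 4 SD, starting fluorescence ratio at most library mean plus 5 SD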;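 also: more negative B-score means stronger inhibition of thallium flux through KCNK3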
Target sequence (O14649 whole entry, looked up): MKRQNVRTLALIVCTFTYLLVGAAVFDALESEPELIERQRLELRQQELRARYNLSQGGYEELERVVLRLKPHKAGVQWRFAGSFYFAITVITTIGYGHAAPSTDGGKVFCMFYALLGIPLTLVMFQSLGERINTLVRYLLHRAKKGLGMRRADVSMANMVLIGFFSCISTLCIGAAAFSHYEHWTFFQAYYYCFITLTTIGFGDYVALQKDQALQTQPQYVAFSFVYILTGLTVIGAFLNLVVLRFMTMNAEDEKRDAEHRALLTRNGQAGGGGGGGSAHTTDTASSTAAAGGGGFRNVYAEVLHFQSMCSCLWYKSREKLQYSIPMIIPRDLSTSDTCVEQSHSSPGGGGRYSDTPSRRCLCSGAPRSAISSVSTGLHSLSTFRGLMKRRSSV
KCNK9 block: human KCNK9 channel inhibition; Q9NPC2; HEK293 KCNK9, FluxOR thallium flux fluorescence; stronger effect = lower value; B-score at 10 µM; 310,000 compounds, 1.2% hits;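 active = ratio B-score over 3 SD below the library mean, with starting fluorescence within 5 SD of its mean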;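 also: negative B-score means less thallium flux so channel inhibition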
DYRK1A inh: blocks rat Dyrk1A kinase activity | Q63470 | ADP-Glo luminescence, NFATc1 peptide | inhibition, % at 12.5 µM | 310,000 compounds, 0.43% hits; in the data active = inhibition above about 50%;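 also: plate controls were vehicle with enzyme for no effect and no enzyme for full effect; many of its hits are not listed in these tables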
TMEM16A act: activates or potentiates the mouse TMEM16A chloride channel | B-score at 10 µM | HEK293 TMEM16A/YFP-H148Q/I152L, iodide quench fluorescence; stronger effect = lower value | Q8BHY3 | 340,000 compounds, 0.3% hits;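 active = fluorescence-ratio B-score plate-corrected deviation score at least 3 library SD below zero, with starting fluorescence score within 5 deviations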;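 also: channel opened by trigger with iodide after compound preincubation; score built on the fluorescence ratio of max minus min over baseline; more negative score means more quench and so TMEM16A activation or potentiation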
An asterisk follows results filed as active; i = inactive; ? = inconclusive; . = no result given. A portion of the library; the hit share may differ from the screen's.

SMILES	KCNQ1 block	KCNQ1 act	hERG protect	TRPC4 PAM	HDAC3 inh	TRPC4 act	TMEM16A inh	KCNK3 inh	KCNK9 block	DYRK1A inh	TMEM16A act
Cc1ccc2oc(=O)n(CCOc3ccccc3C)c2c1	i	i	-3	i	2	i	i	i	i	12	i
COC(=O)c1ccccc1N1C(=O)[C@@H]2C(c3ccc(Br)cc3)=NO[C@@H]2C1=O	i	i	-9	i	-5	i	i	i	i	-2	i
Cc1ccc(CNC(=O)CCSCc2cccc(F)c2)cc1	i	i	-5	i	0	i	i	i	i	-3	i
CNC(=O)CCN(Cc1ccco1)S(=O)(=O)c1ccc(OC)c(OC)c1	i	i	-14	i	-2	i	i	i	i	.	i
N#C/C(=C/c1ccc(Br)o1)C(N)=S	i	i	-12	i	0	i	i	.	i	.	.
CCOC(=O)c1cc(C)[nH]c(=O)c1C#N	i	i	-2	10*	-27	i	i	i	i	-1	i
O=C1NC(c2cccc([N+](=O)[O-])c2)Oc2ccccc21 (stereo not drawn)	i	i	-9	i	-7	i	i	i	i	6	i
CCOC(=O)N1CCN(C(=O)C(NC(=O)c2ccco2)C(C)C)CC1 (stereo not drawn)	i	i	-2	i	4	i	i	i	i	1	i
CCSc1nnc(NC(=O)C(C)C)s1	i	i	-3	i	-2	i	i	i	i	-3	i
CCOc1ncccc1C(=O)OCC(=O)Nc1cc(S(=O)(=O)N(CC)CC)ccc1C	i	i	-15	i	-2	i	i	i	i	-1	i
CCCN(CCC)CCCNC(=O)c1cn(C)c2ccc(S(=O)(=O)N(C)C3CCCCC3)cc2c1=O	i	i	-6	i	-1	i	i	i	i	0	i
COc1cc(C2Nc3ccccc3C(=O)N2c2ccc3c(c2)OCCO3)ccc1OCC(C)C (stereo not drawn)	i	i	-10	i	3	i	i	i	i	9	i
CCOC(=O)c1cnc2c(c(C)nn2C)c1Oc1ccccc1F	i	i	-9	i	-1	i	i	i	i	-4	i
Cc1ccc(-c2nc3ccc(C(=O)O)cc3nc2-c2ccc(C)cc2)cc1	i	i	1	i	2	i	25*	i	i	-8	i
CC1(C)CC(=O)c2c(-c3cccs3)n[nH]c2C1	i	i	-3	i	-6	i	i	i	i	19	i
CCN(CC)c1ccc(-c2nn3c(-c4cccnc4)nnc3s2)cc1	i	i	-19	i	.	i	.	i	i	7	i
CN(C)c1cccc(N=C2C=C(N3CCOCC3)CC(C)(C)C2)c1	i	i	-2	i	-3	i	i	i	i	-3	i
CN(c1ccccc1)S(=O)(=O)c1cccc(NC(=O)CN2CCc3ccccc3C2)c1	i	i	-7	i	3	i	i	i	i	.	i
O=C(O)c1ccc(-c2ccc(/C=N/Nc3ccc([N+](=O)[O-])cc3)o2)cc1	i	i	-24	19*	-4	121*	i	i	i	7	i
Clc1nc2nc3n(c2nc1Cl)CCC3	i	i	-9	i	-2	i	i	i	i	-4	i
CC(Oc1cccc(Cl)c1)C(=O)Nc1ccc([N+](=O)[O-])cn1 (stereo not drawn)	i	i	-6	i	7	i	i	i	i	6	i
COC(=O)c1ccc(CSc2ncnc3c2sc2nc(N4CCOCC4)c4c(c23)CCCC4)o1	i	i	-3	i	1	i	i	i	i	0	i
CCCCC[n+]1ccn(-c2nc3ccccc3nc2[N-]S(=O)(=O)c2ccc(C)cc2)c1	i	i	-8	i	-11	i	i	i	i	1	i
COc1ccc(C(=O)CSc2cc(C)nc3nc(C)nn23)cc1OC	i	i	-8	i	5	i	i	i	i	.	i
CC(C)N(C(=O)COC(=O)[C@@H]1CC(O)CN1S(=O)(=O)c1ccc(C(C)(C)C)cc1)C(C)C (stereo partly drawn)	i	i	-20	i	8	i	i	i	i	-13	i
CCC1=Nc2cc(C(=O)NCCN3CCOCC3)ccc2Sc2ccc(C)cc21	i	i	-9	i	-3	i	i	i	i	5	i
CCC(C(=O)NC1CCCC1)N(Cc1cccs1)C(=O)Cn1nnc(-c2ccc(OC)c(OC)c2)n1 (stereo not drawn)	i	i	-7	i	4	i	i	i	i	-2	i
Cc1ccc(S(=O)(=O)/N=C(\c2ccc(F)cc2)n2c(C)nc3ccccc32)cc1	i	i	-17	i	-3	i	i	i	i	-2	i
O=C(CSc1nc2ccccc2[nH]1)Nc1ccc2c(c1)CCC2	i	i	-1	i	4	i	i	i	i	-5	i
Nc1cc(OCC(F)(F)F)cc(OCC(F)(F)F)c1	i	i	-13	i	5	i	i	i	i	-8	i
Cc1cccc(N2C(=O)c3ccc(C(=O)Nc4c[nH]c(=O)[nH]c4=O)cc3C2=O)c1	i	i	-3	i	5	i	i	i	i	-4	i
O=C(c1ccc([N+](=O)[O-])cc1)N1CCSC1c1ccccc1Cl (stereo not drawn)	i	i	-8	i	-1	i	i	i	i	.	i
CC(=O)Cc1cc(=O)c2c(C)cc(O)c(C3OC(CO)C(O)C(O)C3O)c2o1 (stereo not drawn)	i	i	-7	i	4	i	i	i	i	15	i
CCc1ccc2nc3c(c(C(=O)O)c2c1)CCC3	i	i	-12	i	3	i	i	i	i	-3	i
Cn1cc(SCC(=O)NCc2ccc(F)cc2)c2ccccc21	i	i	-1	i	-2	i	i	i	i	-2	i
Cn1ncc(Cl)c1C(=O)N1CCN(S(=O)(=O)c2cccs2)CC1	i	i	-7	i	.	i	i	i	i	-9	i
C/C(=N\NC(=O)c1ccc(N2CCCC2=O)cc1)c1ccncc1	i	i	-8	i	1	i	i	i	i	14	i
N#C/C(=C\c1ccc([N+](=O)[O-])cc1)c1nc(C2CC2)cs1	i	i	-3	i	7	i	i	i	i	-2	i
CC(=O)n1c2ccccc2c2ccccc21	i	i	-10	i	-5	i	i	i	i	-5	i
CCC(C)NC(=O)CSc1nc2ccsc2c(=O)n1NC(=O)c1ccccc1 (stereo not drawn)	i	i	-7	i	5	i	i	i	i	0	i
Cc1ccc(S(=O)(=O)N[C@H](C(=O)N2CCC3(O)CCCCC3C2)c2ccccc2)cc1 (stereo partly drawn)	i	i	-7	i	7	i	i	i	i	1	i
Cc1cccc(-c2cc(C(=O)N/N=C/c3cccnc3)c3ccccc3n2)c1	i	i	-13	i	5	i	i	i	i	1	i
CN/C(=C\[N+](=O)[O-])NCCSCc1csc(CN(C)C)n1	i	i	-4	i	-1	i	i	i	i	0	i
CCSc1cc(N2CC(C)OC(C)C2)nc(-c2ccccc2Cl)n1 (stereo not drawn)	i	i	1	i	-3	i	i	-9.1*	i	2	i
Cc1nc2ccccc2n1S(=O)(=O)c1ccc(S(=O)(=O)N2CCCCCC2)cc1	i	i	-9	i	-5	i	i	i	i	5	i
NC(=O)c1ccc(C(=O)c2ccc([N+](=O)[O-])cc2)cc1	i	i	-2	i	1	i	i	i	i	0	i
CC(=O)Nc1ccc(NS(=O)(=O)c2ccc(Cl)s2)cc1	i	i	-17	i	1	i	i	i	i	0	i
O=C(CCCn1c(=O)oc2ccccc21)NC1CCCCCC1	i	i	1	i	-3	i	i	.	i	.	.
CCOC(=O)C1CCCN(S(=O)(=O)c2ccc3c(c2)N(C)C(=O)CC(=O)N3C)C1 (stereo not drawn)	i	i	-8	i	0	i	i	i	i	0	i
Oc1ccccc1Nc1ncnc2c1oc1ccccc12	i	i	-3	i	-4	i	i	i	i	1	i
CCn1cc(/C=C(\NC(=O)c2ccccc2)C(=O)N2CCOCC2)c2ccccc21	i	i	-10	i	.	i	.	i	i	-4	i
CCCCN(CC)CCNC(=O)C1c2cc(OC)c(OC)cc2C(=O)N2CCc3ccccc3C12 (stereo not drawn)	i	i	3	i	8	i	i	i	i	14	i
Cc1cc(C)nc(SCc2cc(=O)c(OC(=O)c3ccc(Cl)c([N+](=O)[O-])c3)co2)n1	i	i	-4	i	-6	i	i	i	i	8	i
CC(=O)N1c2ccc(S(=O)(=O)N3CCC(C(=O)NC4CCCCC4)CC3)cc2CC1C (stereo not drawn)	i	i	-5	i	-7	i	i	i	i	4	i
Cc1cc(C)nc(SCC(=O)OC(C)C(=O)Nc2ccccc2)n1 (stereo not drawn)	i	i	-7	i	-1	i	i	i	i	-2	i
Cc1cccc(S(=O)(=O)Nc2nc3ccccc3nc2NCC2CCCO2)c1 (stereo not drawn)	i	i	-11	i	1	i	i	i	i	4	i
COCCCN(C(=O)c1cccnc1SC)c1c(N)n(Cc2ccccc2)c(=O)[nH]c1=O	i	i	-16	i	5	i	i	i	i	1	i
COc1ccc(C(=O)NCCCN=C2NS(=O)(=O)c3ccccc32)cc1	i	i	-5	i	-5	i	i	i	i	1	i
COc1ccc2c(c1)c(CC(=O)OCC(=O)O)c(C)n2C(=O)c1ccc(Cl)cc1	i	i	-4	i	.	i	i	i	i	7	i
C=CCNC(=S)NNC(=O)c1cc(O)ccc1O	i	i	-16	i	-4	i	i	i	i	2	i

Following part
SMILES	KCNQ1 block	KCNQ1 act	hERG protect	TRPC4 PAM	HDAC3 inh	TRPC4 act	TMEM16A inh	KCNK3 inh	KCNK9 block	DYRK1A inh	TMEM16A act
O=C(NCCCc1ccccc1)C(=O)c1c[nH]c2ccccc12	i	i	-5	i	4	i	i	i	i	-3	i
COc1ccccc1N1CCN(C(=O)c2cc3c(s2)CCC3)CC1	i	i	-10	i	2	i	i	i	i	5	i
Oc1ccc(Nc2nc(-c3ccc4ccccc4c3)cs2)cc1	i	i	-14	i	?	i	i	i	i	1	i
Cc1cccc(N(CC(N)=O)C2SC(=O)N(c3ccccc3)C2=O)c1 (stereo not drawn)	i	i	-5	i	8	i	i	i	i	8	i

Full records, looked up by structure:
Shown for `C/C(=N\NC(=O)c1ccc(N2CCCC2=O)cc1)c1ccncc1` = KCNQ1 block: i; KCNQ1 act: i; hERG protect: -8; TRPC4 PAM: i; HDAC3 inh: 1; TRPC4 act: i; TMEM16A inh: i; KCNK3 inh: i; KCNK9 block: i; DYRK1A inh: 14; TMEM16A act: i
Shown for `Cn1ncc(Cl)c1C(=O)N1CCN(S(=O)(=O)c2cccs2)CC1` = KCNQ1 block: i; KCNQ1 act: i; hERG protect: -7; TRPC4 PAM: i; HDAC3 inh: .; TRPC4 act: i; TMEM16A inh: i; KCNK3 inh: i; KCNK9 block: i; DYRK1A inh: -9; TMEM16A act: i
Shown for `CC(=O)Nc1ccc(NS(=O)(=O)c2ccc(Cl)s2)cc1` = KCNQ1 block: i; KCNQ1 act: i; hERG protect: -17; TRPC4 PAM: i; HDAC3 inh: 1; TRPC4 act: i; TMEM16A inh: i; KCNK3 inh: i; KCNK9 block: i; DYRK1A inh: 0; TMEM16A act: i
